FBPA coupling cs: qHTS Assay for Inhibitors of Fructose-1,6-bisphosphate Aldolase from Giardia Lamblia: Coupling assay counterscreen; 290,000 compounds, 0.67% hits; activity change, negative = inhibition, % at 58.2 µM, hits read low; coupling enzyme system counterscreen, AmpLite Red fluorescence; in the data active = activity change below about -30%; also: % is scaled to controls: 0 for no effect and ±100 for the full control effect
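Compounds tested against the coupling enzymes alone at 57.5 uM final; readout was AmpLite Red fluorescence (525/598 nm) after 20 min at RT.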
uPA surface inh: qHTS for Inhibitors of Cell Surface uPA Generation | cell surface uPA generation assay, qHTS | Potency, µM (titrated, usually from 38.3 µM), for inactives: top-dose activity change, negative = inhibition, actives largely listed as inhibitors | 330,000 compounds, 0.31% hits; active = well fitted inhibition curve with a large enough effect; inconclusive = small, poorly fitted or top-dose-only effect; inactive = no such curve, though single readings can be large or run the other way; tested in mouse RAW 264.7 cells; also: potency is read from the fitted curve at half-maximal effect; % is scaled to controls: 0 for no effect and ±100 for the full control effect; nearly all actives have a fitted effect of over 55% in size
RORg inh: qHTS for inhibitors of ROR gamma transcriptional activity. Nuclear receptor ROR-gamma (Mus musculus), P51450. Drosophila S2 Gal4-RORgamma UAS-luciferase reporter, 20 h. Potency, µM (series often up to 53.6 µM), without a hit: top-dose activity change, negative = inhibition, actives largely listed as inhibitors. 310,000 compounds, 5.4% hits. AID 2551, 2010; also: potency is read from the fitted curve at half-maximal effect; % is scaled to controls: 0 for no effect and ±100 for the full control effect; nearly all actives have a fitted effect of over 60% in size
Target sequence (P51450 whole entry, looked up, the tested form may be a part): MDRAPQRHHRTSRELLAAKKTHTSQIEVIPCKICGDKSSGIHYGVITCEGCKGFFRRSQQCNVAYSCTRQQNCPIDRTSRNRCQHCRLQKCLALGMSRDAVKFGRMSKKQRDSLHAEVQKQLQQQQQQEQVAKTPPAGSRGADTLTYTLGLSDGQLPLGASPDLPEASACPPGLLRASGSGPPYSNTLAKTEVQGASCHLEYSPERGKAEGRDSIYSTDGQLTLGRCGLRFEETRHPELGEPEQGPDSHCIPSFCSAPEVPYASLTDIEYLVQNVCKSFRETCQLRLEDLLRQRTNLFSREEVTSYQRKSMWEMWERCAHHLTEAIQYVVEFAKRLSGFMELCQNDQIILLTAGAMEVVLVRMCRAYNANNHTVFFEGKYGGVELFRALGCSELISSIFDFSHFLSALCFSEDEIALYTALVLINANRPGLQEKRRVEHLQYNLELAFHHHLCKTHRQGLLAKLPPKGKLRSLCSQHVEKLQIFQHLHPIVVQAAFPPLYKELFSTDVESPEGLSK
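A Gal4/UAS one-hybrid system in insect cells: metallothionein-promoter Gal4–ROR gamma fusion plus Photinus luciferase reporter. Copper sulfate 700 uM final, 20 hr ambient incubation, luminescent detection after 10 min with reagent.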
Giardia killer: Small Molecules that selectively kill Giardia lamblia: qHTS. Giardia lamblia trophozoite viability. activity change, % at 7.66 µM, hits read low. 340,000 compounds, 0.15% hits. AID 540267, 2011; in the data active = activity change below about -80%; inconclusive = between about -30% and that limit;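 also: parasites exposed to compound for two days anaerobically before the ATP read; % is scaled to controls: 0 for no effect and ±100 for the full control effect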
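Anaerobic 48 hrs incubation at 37 deg C of 100 trophozoites/well with test compounds; ATPLite 1-Step luminescence, 15-30 min RT, reports cellular ATP as viability.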
KCNH2 3.1 block: qHTS for Inhibitors of KCHN2 3.1: Mutant qHTS. 340,000 compounds, 0.95% hits. activity change, % (tested at about 1.8 µM). Potassium voltage-gated channel subfamily H member 2, brain isoform KCNH2 3.1 (human). U2OS KCNH2 3.1, thallium flux FluxOr; hits give low values;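 active = maximum activity change below -70%; inconclusive = maximum activity change from -70% to -50%; inactive = maximum activity change above -50%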;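 also: thallium influx rate constant from kinetic fluorescence after stimulation buffer; % is scaled to controls: 0 for no effect and ±100 for the full control effect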
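Virally transduced U2OS (3.1 isoform, 4 h infection in dark at RT) → overnight 37 C → FluxOr + Red40 in HBSS/HEPES, 45 min → stimulation buffer, 2 min kinetic read → rate constant vs DMSO controls.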
NPC1 promoter act: qHTS Assay for NPC1 Promoter Activators. AID 485313, 2010. Huh7 NPC1 promoter luciferase reporter, 24 h. 320,000 compounds, 2.4% hits. Potency, µM (series often up to 9.22 µM), for inactives: top-dose activation, usual class: activators;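 also: potency is read from the fitted curve at half-maximal effect; % of control where 0% means no effect; nearly all actives have a fitted effect of over 60% in size; reporter is driven by a mutant NPC1 promoter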
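Luciferase expression driven by the NPC1 promoter was measured in stably transfected Huh7 cells after a 24 h compound incubation, using a luciferase reagent and a luminescence read.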
ELG1 genotoxic: qHTS screen for small molecules that induce genotoxicity in human embryonic kidney (HEK293T) cells expressing luciferase-tagged ELG1. HEK293T ELG1-luciferase reporter, luminescence, 16 h. Potency, µM (series often up to 46 µM), for inactives: top-dose activity change, positive = activation, hits mostly activators. 330,000 compounds, 1.3% hits. AID 504466, 2011; also: potency is read from the fitted curve at half-maximal effect; % of control where 0% means no effect; nearly all actives have a fitted effect of over 60% in size
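Cells (2,000/well) expressing the ELG1-luciferase fusion are dosed by pin tool and kept 16 hr at 37 °C, 5% CO2. Signal comes from ONE-Glo luciferase reagent after 30 min at room temperature.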
Gal4-VP16 FLuc: VP16 counterscreen qHTS for inhibitors of ROR gamma transcriptional activity; Drosophila S2 Gal4-VP16 UAS-luciferase, luminescence, 20 h; Potency, µM (doses to about 53.6 µM), for inactives: top-dose activity, negative = inhibition, most hits filed as inhibitors; 310,000 compounds, 3.5% hits; AID 2546, 2010;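 also: Gal4-VP16 expression switched on by copper sulfate through the metallothionein promoter; potency is read from the fitted curve at half-maximal effect; % is scaled to controls: 0 for no effect and ±100 for the full control effect; nearly all actives have a fitted effect of over 50% in size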
Tb PFK block: qHTS Assay to Find Inhibitors of T. brucei phosphofructokinase. ATP-dependent 6-phosphofructokinase (Trypanosoma brucei brucei), O15648. T. brucei PFK, ADP-Glo luminescence. Potency, µM (doses to about 57.5 µM), for the others: at the top dose activity, negative = inhibition, actives largely listed as inhibitors. 330,000 compounds, 0.17% hits. AID 485367, 2010;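 also: potency is read from the fitted curve at half-maximal effect; 0% = uninhibited 1x PFK enzyme wells and -100% = no-enzyme wells; nearly all actives have a fitted effect of over 60% in size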
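In TEA buffer at pH 8.0 with 5 mM MgCl2, enzyme (1.25 nM) converted F6P (0.5 mM) and ATP (0.1 mM) for 45 min at room temperature. ADP product was read by luciferase luminescence.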
Rab9 prom act: qHTS Assay for Rab9 Promoter Activators; Huh7 Rab9 promoter-luciferase reporter, luminescence, 24 h; Potency, µM (highest dose often 9.22 µM), for inactives: at the top dose activation, negative = inhibition, most hits filed as activators; 320,000 compounds, 2.8% hits; AID 485297, 2010; also: potency is read from the fitted curve at half-maximal effect; % of control where 0% means no effect; nearly all actives have a fitted effect of over 60% in size
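Cells were plated at 1500 per well in reduced-serum medium with 10% FBS and left 2 h. Compound in DMSO was then added for 24 h at 37 °C. Reporter signal was read by luminescence after 10 min with luciferase detection reagent.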
FLuc modulator: qHTS profiling assay for firefly luciferase inhibitor/activator using purifed enzyme and Km concentrations of substrates (counterscreen for miR-21 project) | Luciferin 4-monooxygenase (Photinus pyralis), P08659 | purified FLuc, Km substrates, luminescence inhibition | Potency, µM (series often up to 57.5 µM), for the others: at the highest dose activity change, negative = inhibition, hits mostly inhibitors | 360,000 compounds, 6.9% hits | AID 588342, 2011;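 also: potency is read from the fitted curve at half-maximal effect; plate controls were vehicle for no effect and reference inhibitor for full effect; nearly all actives have a fitted effect of over 55% in size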
Target sequence (P08659 whole entry, looked up): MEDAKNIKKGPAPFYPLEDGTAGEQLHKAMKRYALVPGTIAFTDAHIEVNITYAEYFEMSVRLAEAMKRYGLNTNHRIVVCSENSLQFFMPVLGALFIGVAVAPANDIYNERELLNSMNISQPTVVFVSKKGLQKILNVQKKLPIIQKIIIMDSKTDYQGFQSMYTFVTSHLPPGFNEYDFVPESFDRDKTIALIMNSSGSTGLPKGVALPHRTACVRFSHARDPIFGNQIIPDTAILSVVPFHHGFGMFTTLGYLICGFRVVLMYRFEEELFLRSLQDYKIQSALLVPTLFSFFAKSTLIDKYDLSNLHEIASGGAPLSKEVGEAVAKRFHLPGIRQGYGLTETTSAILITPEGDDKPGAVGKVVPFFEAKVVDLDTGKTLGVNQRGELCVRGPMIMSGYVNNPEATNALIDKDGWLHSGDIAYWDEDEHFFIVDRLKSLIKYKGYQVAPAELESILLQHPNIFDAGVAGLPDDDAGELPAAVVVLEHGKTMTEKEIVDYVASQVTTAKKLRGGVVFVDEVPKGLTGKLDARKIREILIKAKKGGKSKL
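Biochemical qHTS of compounds, final roughly 60 µM downward over six points, against 10 nM purified firefly luciferase using Km concentrations of substrates (10 uM D-luciferin, 10 uM ATP) in Tris acetate pH 7.5 buffer; luminescence output.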
Starred values were filed as active, the others as inactive; ? = inconclusive; · = not tested or not shown; [ ] = dose if it differs, or a comment. Unless noted, calls follow the shape of the dose curve; as a rule, active = well fitted curve in the direction sought with a large enough effect; inconclusive = small, poorly fitted or top-dose-only effect, or another doubt; inactive = no such curve, though single readings can be large; an effect the other way counts as inactive or inconclusive.

structure	FBPA coupling cs	uPA surface inh	RORg inh	Giardia killer	KCNH2 3.1 block	NPC1 promoter act	ELG1 genotoxic	Gal4-VP16 FLuc	Tb PFK block	Rab9 prom act	FLuc modulator
Cn1ncc([N+](=O)[O-])c1C(=O)N/N=C/c1cccc([N+](=O)[O-])c1	-35.2*	-1.8%	8.5%	-11.4	6.4	3.2%	2.9%	-0.1%	-7.0%	-0.6%	-10.7%
CCCCCCCNC(=O)C1(CC2CC(c3cccc(Br)c3)=NO2)CCN(C(=O)Cc2ccc(F)cc2)CC1 (stereo unspecified)	·	-23.8%	·	-17.8	-25.7	-1.6%	-2.9%	·	0.0%	2.9%	-2.0%
CC(C)(C)c1ccc(C(=O)N2CCC3(CC2)NCCc2[nH]cnc23)cc1	·	1.2%	-4.6%	-4.3	4.1	-1.6%	-2.2%	-6.9%	0.7%	0.1%	1.5%
Cc1cccc(N2CCN(C(=O)C(C)C)CC2)c1C	7.3	-4.4%	7.9%	-15.9	11.4	-0.5%	-4.3%	6.9%	-1.2%	-1.9%	-1.3%
COc1cccc(/C=N/n2cnnc2)c1OCc1ccccc1	1.9	-5.4%	2.9%	3.7	2.7	0.0%	2.2%	-0.3%	2.1%	-5.3%	7.8%
Cc1nn(-c2ccccc2)c(Cl)c1/C=N/Nc1nncc(=O)[nH]1	-3.5	-25.0%	-1.9%	-11.1	-1.1	2.7%	10.7%	-25.3%	11.4%	-2.5%	15.1µM*
CN(c1ccc(F)cc1)S(=O)(=O)c1ccc2[nH]cc(C(=O)O)c(=O)c2c1	4.5	1.7%	-0.8%	0.4	-29.9	-2.7%	-3.9%	-1.6%	0.4%	-1.8%	17.8%
CN(C)S(=O)(=O)c1cccc(NC(=S)N/N=C/C(=O)c2ccccc2)c1	5.2	-3.4%	21.3%	-6.9	-29.2	-3.8%	-4.2%	?	-2.8%	-3.2%	-12.4%
Cc1cccc(C(=O)NNC(=O)c2ccccc2)c1	-0.1	1.1%	16.0%	-16.8	1.4	0.4%	12.4%	3.8%	5.1%	-2.0%	-15.3%
COc1ccc(NC(=O)c2cc(-c3cc(OC)c(OC)c(OC)c3)nc3ccccc23)c(OC)c1	0.1	0.7%	32.5%	-24.0	-19.8	0.4%	-9.4%	0.3%	-0.5%	-1.4%	-14.7%
Cc1cc(C)n(-c2nc(NCc3cccnc3)c3c4c(sc3n2)COC(C)(C)C4)n1	0.2	-4.9%	3.98µM*	-4.6	5.2	-3.0%	7.5%	6.31µM*	-1.0%	-4.6%	?
O=C(CCSc1ccccc1)NCc1cccnc1	4.1	3.0%	0.9%	-3.4	3.0	-6.0%	0.4%	-3.8%	-1.3%	-6.4%	3.1%
Fc1ccc(Br)cc1/C=N/n1cnnc1	4.1	-0.2%	-8.6%	?	-7.0	-6.4%	3.0%	-6.1%	-2.2%	0.7%	3.1%
COc1ccc(-n2c(Cc3cccn3C)nnc2SCC(=O)Nc2ccc(F)cc2)cc1	3.4	12.2%	-4.7%	-18.5	-3.0	0.7%	-3.3%	?	0.1%	7.9%	-0.1%
CCn1c(COc2ccccc2Cl)nnc1SCC(=O)Nc1ncccc1C	-0.8	2.8%	-14.4%	-7.4	-26.0	0.7%	0.5%	-10.4%	4.8%	-0.1%	0.7%
CC(Sc1nnc(C2CC2)n1C1CC1)C(=O)Nc1ccccc1C#N (stereo unspecified)	·	-0.6%	·	3.3	15.1	-1.7%	1.9%	·	-2.1%	-1.9%	·
Cc1c(C=O)c2ccccc2n1CCOc1ccccc1F	-7.8	?	?	-28.0	11.8	-9.3%	2.0%	?	-2.7%	-16.2%	-1.8%
CC(C)NS(=O)(=O)c1ccc(OCC(=O)NCc2ccc3c(c2)OCO3)c(Cl)c1	1.2	-3.5%	0.7%	-15.6	-13.7	-0.3%	-6.7%	-4.9%	-6.4%	-4.0%	-2.6%[2.3 µM]
O=C(NCCc1nnc2ccc(SCC(=O)N3CCOCC3)nn12)c1ccccc1	-3.6	-9.1%	9.7%	-6.7	21.6	-3.0%	-1.8%	-3.8%	-7.5%	-2.2%	1.7%
CCOc1ccc(-c2cc(C(=O)NN)[nH]n2)cc1	-0.7	-3.9%	-18.7%[10 µM]	-20.2	-3.6	-1.0%	15.8%	?	-0.3%	-0.9%	?
CC(C)NC(=O)c1ccccc1NC(=O)CCS(=O)(=O)Cc1ccccc1	3.7	5.4%	3.1%	8.7	-8.2	-0.2%	0.8%	1.4%	0.2%	-4.7%	-0.8%
CC(C)(C)c1cc(C(=O)Nc2ccc(F)cc2)n(Cc2ccc(F)cc2)n1	-8.8	?	11.2µM*	-11.4	-38.3	5.9%	-18.9%	?	-7.2%	-4.7%	-8.5%
COc1cccc(CN2CCNC(=O)C2CC(=O)NC2CCCC2)c1OC (stereo unspecified)	2.6	-1.2%	-25.6%	-1.6	0.3	1.3%	0.5%	1.5%	-0.2%	4.6%	-2.0%
CCOc1ncccc1C(=O)OCC(=O)c1cc(OC)ccc1OC	1.6	0.9%	14.4%	-13.6	11.1	-0.5%	-0.4%	4.1%	1.7%	1.2%	-7.4%
Cc1cccc(C)c1NC(=O)CN1CCCC1	·	-3.9%	5.0%	?	-0.6	·	·	-4.9%	·	·	·
CCOc1ccc(NC(=S)NCCCN2CCN(C3CCCCC3)CC2)cc1	4.4	-5.2%	-3.1%[10 µM]	7.4	-7.4	-1.0%	-0.4%	19.7%	-2.5%	-13.5%	-1.2%
O=C1Cc2ccccc2Sc2ccc(O)cc21	0.6	-7.8%	26.6%	2.8	0.5	1.3%	1.5%	-4.1%	0.1%	0.6%	-8.6%
Cc1cccc(CC(C)NC(=O)c2oc3c(F)cccc3c2C)n1 (stereo unspecified)	1.9	-2.7%	-8.1%	23.4	-11.7	-0.1%	-1.6%	0.4%	3.4%	5.8%	-16.3%
Cc1ccccc1-c1cc(C(=O)NCc2ccc3c(c2)OCO3)n(CC2CC(c3cccnc3)=NO2)n1 (stereo unspecified)	·	22.5%	·	20.9	2.4	5.7%	-6.5%	·	-6.0%	7.6%	-2.3%
COc1ccc(S(=O)(=O)N(C)CC(=O)N2CCCCCC2)cc1	3.3	-1.1%	9.4%[1.91 µM]	11.1	7.5	0.1%	-0.9%	-1.5%	-0.9%	0.5%	-1.3%
COc1cc(C#N)ccc1OCC(=O)c1ccc2c(c1)OCCO2	3.1	·	12.2%	-4.9	1.4	5.8%	-1.5%	4.5%	5.8%	0.2%	?
c1ccc2c(NCC3CCCO3)nc(N3CCCCC3)nc2c1 (stereo unspecified)	2.4	-24.1%	-2.0%	5.2	-8.4	-2.6%	-7.0%	2.9%	-2.8%	-6.4%	-1.8%
COc1ccc(C=O)cc1Cn1cnc2c(cnn2C)c1=O	0.7	0.3%	1.0%	3.9	9.9	-0.6%	4.6%	-2.2%	-2.1%	15.9%	-4.0%
O=C(CN1CCc2ccccc2C1)Nc1ccccc1C(F)(F)F	-0.7	6.5%	22.4%	24.4	7.6	0.2%	-0.9%	7.0%	-3.3%	-7.0%	-0.1%
Cc1ccc(S(=O)(=O)Nc2cccc(S(=O)(=O)Nc3ccccc3C(=O)O)c2)c(C)c1	·	4.1%	·	-7.4	-19.6	·	1.0%	·	-7.6%	·	·
O=C1/C(=C\c2ccc(O)c(O)c2)N=C2CCCCCN12	-4.3	-8.2%	?	24.8	-2.6	-6.3%	?	-14.2%	1.4%	-2.3%	19µM*
CC(C)c1ccc(NC2CCCN(C(=O)CN3CCCC3=O)C2)cc1 (stereo unspecified)	7.0	3.5%	0.6%	16.4	4.2	-5.9%	-1.0%[9.26 µM]	0.3%	-6.2%	0.0%	-0.6%
O=C(COC(=O)c1ccccc1NS(=O)(=O)c1cc([N+](=O)[O-])ccc1Cl)c1ccccc1	1.4	·	-24.3%	·	·	-4.9%	-1.8%	0.0%[10 µM]	-2.4%	-7.2%	4.9%
Cc1ccc(C)c(NC(=S)N2CCC(NC(=O)c3cccc(F)c3)CC2)c1	-1.8	-0.9%	-8.9%	-10.8	0.9	-0.3%	-2.1%	-10.7%	-11.2%	7.8%	-4.4%
Cc1ccc(N2CCN(/N=C/c3c(C)nn(-c4ccccc4)c3Cl)CC2)cc1	-1.3	13.7%	-20.4%	-12.3	-89.6*	-5.4%	0.1%	6.5%	-0.1%	0.7%	3.6%

Source: PubChem BioAssay (National Center for Advancing Translational Sciences (NCATS))
